NLRP3 yeast inh: blocks the NALP3 inflammasome reconstituted in yeast; Yeast reconstituted NLRP3/ASC/caspase-1, beta-gal luminescence, 24 h; 330,000 tested, 0.39% active; AID 2825; inhibition, % at 10 µM;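 active means inhibition of 50% or more; inactive means inhibition below 50%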;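 further: plate controls were induced DMSO wells for no effect and uninduced yeast grown without galactose for full effect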
TIM10 inh: TIM10 yeast growth inhibition; inhibition, % at 10 µM; 330,000 tested, 1.4% active; S. cerevisiae TIM10 strain growth, BacTiter-Glo luminescence, 24 h;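 active means inhibition of 40% or more at the single tested concentration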;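 further: wild-type TIM10 isogenic control strain grown at permissive 25 °C; 0% = DMSO yeast wells and 100% = minimal medium wells without yeast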
hIAP act: increases human intestinal alkaline phosphatase activity; P09923; purified human IAP, CDP-Star luminescence, 30 min; stronger effect = higher value; 1 = vehicle-only enzyme, 0 = enzyme-free background; activation factor at 10 µM; 330,000 tested, 0.16% active;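 active means activation factor of the enzyme at least 2-fold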; further: the source names both 10 and 20 µM as test concentration; values of inactives mirror those of a sister screen read the other way
Target sequence (P09923 whole entry, looked up): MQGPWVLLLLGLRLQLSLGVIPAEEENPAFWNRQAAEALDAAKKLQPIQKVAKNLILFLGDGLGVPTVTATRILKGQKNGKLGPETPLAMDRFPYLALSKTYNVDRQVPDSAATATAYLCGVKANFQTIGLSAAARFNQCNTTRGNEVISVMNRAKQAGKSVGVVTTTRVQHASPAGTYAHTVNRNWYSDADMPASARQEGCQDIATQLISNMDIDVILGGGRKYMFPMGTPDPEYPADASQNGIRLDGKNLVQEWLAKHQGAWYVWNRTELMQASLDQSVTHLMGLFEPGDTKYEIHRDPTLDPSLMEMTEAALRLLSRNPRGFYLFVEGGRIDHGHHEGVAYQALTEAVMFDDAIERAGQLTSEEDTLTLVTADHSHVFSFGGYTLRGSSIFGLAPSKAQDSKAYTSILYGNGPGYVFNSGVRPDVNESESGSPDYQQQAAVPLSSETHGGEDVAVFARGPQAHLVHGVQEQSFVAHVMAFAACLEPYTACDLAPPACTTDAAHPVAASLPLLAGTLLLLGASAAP
Apaf1 inhib: blocks human Apaf-1 apoptosome activity; inhibition, % at 20 µM; 330,000 tested, 0.71% active; reconstituted apoptosome caspase-3 activity, DEVD-Rh110 fluorescence; O14727; AID 489030; active means inhibition of at least 40% at 20 µM;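 further: plate controls were DMSO wells for no effect and DEVD-CHO caspase inhibitor wells for full effect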
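Medium: Hepes buffer, pH 7.5 / System: biochemical Apaf-1 apoptosome reconstitution / Measured by: Rh110 fluorescence, excitation 480 nm, emission 540 nm / Times: compound with Apaf-1, dATP, procaspase-3 30 min, then 50 min reaction, room temperature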
ATG4B inhibitor: blocks human ATG4B protease cleavage of LC3 substrate | ATG4B cleavage of LC3-PLA2, NBD-HPC fluorescence, 1 h | inhibition, % at 8.33 µM | 340,000 tested, 0.51% active | AID 504462; in the data active means inhibition above about 40%
Target sequence (Q9Y4P1 whole entry, looked up): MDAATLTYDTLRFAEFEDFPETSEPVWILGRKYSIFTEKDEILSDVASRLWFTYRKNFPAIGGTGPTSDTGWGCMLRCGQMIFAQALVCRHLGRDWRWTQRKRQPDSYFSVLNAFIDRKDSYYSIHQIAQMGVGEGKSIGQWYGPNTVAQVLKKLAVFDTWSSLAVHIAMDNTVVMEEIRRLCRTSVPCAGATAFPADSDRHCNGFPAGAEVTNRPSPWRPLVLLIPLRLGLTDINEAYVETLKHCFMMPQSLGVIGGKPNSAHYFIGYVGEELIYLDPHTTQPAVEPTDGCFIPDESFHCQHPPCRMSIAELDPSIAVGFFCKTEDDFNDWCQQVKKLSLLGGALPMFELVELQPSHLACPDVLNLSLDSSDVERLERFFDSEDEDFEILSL
mIAP inh: blocks mouse intestinal alkaline phosphatase. purified mouse IAP, CDP-Star luminescence, 30 min. inhibition, % at 10 µM. 330,000 tested, 0.2% active;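 active means inhibition of at least 40% at 10 µM in the primary screen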;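 further: plate controls were DMSO with enzyme for no effect and no enzyme wells for full effect; values of inactives mirror those of a sister screen read the other way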
tim10-1 inh: growth inhibitors of tim10-1 mutant yeast; S. cerevisiae tim10-1 ts strain growth, BacTiter-Glo, 24 h; inhibition, % at 20 µM; 330,000 tested, 2.2% active; AID 463190;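 active means inhibition of at least 40%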;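 further: mutant grown at 25 °C; 0% = DMSO wells with yeast and 100% = wells holding no yeast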
hIAP inh: human IAP inhibition | AID 2544 | purified IAP, CDP-Star luminescence, 30 min | 330,000 tested, 0.12% active | P09923 | inhibition, % at 10 µM;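 active means inhibition reaching a set limit with compound at 10 µM in the primary screen, cut at about 35% in these data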;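 further: plate controls were DMSO wells with enzyme for no effect and no-enzyme buffer wells for full effect; values of inactives mirror those of a sister screen read the other way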
mIAP activ: mouse IAP activation. muIAP, CDP-Star luminescence, 30 min; stronger effect = higher value; 1 = vehicle-only enzyme signal, 0 = enzyme-free wells. activation factor at 10 µM. 330,000 tested, 0.24% active. AID 2805;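 active means activation factor of at least 2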; further: the source names both 10 and 20 µM as test concentration; values of inactives mirror those of a sister screen read the other way
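Assay system: mouse IAP enzyme / Compound: DMSO-dissolved test compounds / Timing: 30 min, room temperature / Measured by: luminescence from enzymatic CDP-Star hydrolysis / Control set: DMSO-only wells, enzyme-free buffer wells as negative control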
* = called active by the depositor.

For CCCCNC(=S)NNC(=O)c1cccnc1 the results were NLRP3 yeast inh 13, TIM10 inh -1, hIAP act 1, Apaf1 inhib 7, ATG4B inhibitor -6, mIAP inh 0, tim10-1 inh 6, hIAP inh 0 and mIAP activ 0.99.
Cc1c(NC(=O)C2(c3ccccc3)CCOCC2)c(=O)n(-c2ccccc2)n1C was read as NLRP3 yeast inh -16, TIM10 inh 17, hIAP act 0.85, Apaf1 inhib -5, ATG4B inhibitor 4, mIAP inh 6, tim10-1 inh 11, hIAP inh 15 and mIAP activ 0.94.
Screening CC(CCc1ccccc1)NC(=O)CNC(=O)COc1ccccc1 (centres undefined) returned NLRP3 yeast inh -18, TIM10 inh -4, hIAP act 0.99, Apaf1 inhib -6, ATG4B inhibitor 7, mIAP inh 3, tim10-1 inh 16, hIAP inh 1 and mIAP activ 0.97.
For CCc1nc2ccc(C(=O)Nc3nnc(C)s3)cc2nc1CC the results were NLRP3 yeast inh 5, TIM10 inh 9, hIAP act 1.2, Apaf1 inhib 2, ATG4B inhibitor 7, mIAP inh 3, tim10-1 inh 2, hIAP inh -22 and mIAP activ 0.97.
Cc1cc(C)cc(C(=O)Nc2nnc(SCC(=O)NCC3CCCO3)s2)c1 (centres undefined) was read as NLRP3 yeast inh 15, TIM10 inh -7, hIAP act 0.7, Apaf1 inhib 12, ATG4B inhibitor 8, mIAP inh -7, tim10-1 inh 5, hIAP inh 30 and mIAP activ 1.1.
COc1ccc(C(=O)NCC(=O)N/N=C/c2ccc([N+](=O)[O-])s2)cc1OC was read as NLRP3 yeast inh 3, TIM10 inh 19, hIAP act 1.2, Apaf1 inhib -1, ATG4B inhibitor -2, mIAP inh 26, tim10-1 inh 17, hIAP inh -18 and mIAP activ 0.74.
`CCOC(=O)CSc1nnc(Cc2ccccc2)n1Cc1ccco1` gave NLRP3 yeast inh 4, TIM10 inh 17, hIAP act 0.91, Apaf1 inhib 0, ATG4B inhibitor -4, mIAP inh -2, tim10-1 inh 27, hIAP inh 9 and mIAP activ 1.
For CC(C)C[C@H]1CN=C(Nc2ccccc2)N1CC1CCC(C(C)(C)C)CC1 (some centres undefined) the results were NLRP3 yeast inh 33, TIM10 inh 42*, hIAP act 0.91, Apaf1 inhib 56*, ATG4B inhibitor 12, mIAP inh -24, tim10-1 inh 43*, hIAP inh 9 and mIAP activ 1.2.
`COC(=O)c1cnn(-c2nc3c(C)cccc3s2)c1C` gave NLRP3 yeast inh -11, TIM10 inh 19, hIAP act 1.1, Apaf1 inhib 26, ATG4B inhibitor 0, mIAP inh -12, tim10-1 inh 16, hIAP inh -9 and mIAP activ 1.1.
For CNC(=S)NNC(=O)c1cccs1 the results were NLRP3 yeast inh 4, TIM10 inh 13, hIAP act 0.86, Apaf1 inhib -7, ATG4B inhibitor 16, mIAP inh 10, tim10-1 inh 16, hIAP inh 14 and mIAP activ 0.9.
`CC(NCCc1ccc(O)cc1)C(O)c1ccc(O)cc1` (centres undefined) gave NLRP3 yeast inh 11, TIM10 inh 8, hIAP act 0.92, Apaf1 inhib -12, ATG4B inhibitor 2, mIAP inh 3, tim10-1 inh -16, hIAP inh 8 and mIAP activ 0.97.
For COc1cc(/C=N/Nc2nc(=O)[nH]nc2C)cc([N+](=O)[O-])c1O the results were NLRP3 yeast inh -52, TIM10 inh -12, hIAP act 1.1, Apaf1 inhib -15, ATG4B inhibitor 0, mIAP inh 12, tim10-1 inh 9, hIAP inh -10 and mIAP activ 0.88.
Screening CC(=O)Nc1ccc(S(=O)(=O)NNC(=O)COc2ccc(C(C)(C)C)cc2)cc1 returned NLRP3 yeast inh 16, TIM10 inh -3, hIAP act 1.3, Apaf1 inhib 12, ATG4B inhibitor -6, mIAP inh -6, tim10-1 inh -3, hIAP inh -28 and mIAP activ 1.1.
`C=CCN(CC=C)C(=O)Nc1cc(Cl)ccc1OC` gave NLRP3 yeast inh 21, TIM10 inh 21, hIAP act 1.1, Apaf1 inhib -7, ATG4B inhibitor 6, mIAP inh 1, tim10-1 inh 37, hIAP inh -6 and mIAP activ 0.99.
Screening Cc1ccc(-c2cc(Cc3cccs3)c(=O)[nH]n2)cc1 returned NLRP3 yeast inh 15, TIM10 inh 3, hIAP act 0.88, Apaf1 inhib 4, ATG4B inhibitor 0, mIAP inh 3, tim10-1 inh -16, hIAP inh 12 and mIAP activ 0.97.
`COCCn1nnnc1C(c1cccs1)N1CCN2CCCC2C1` (centres undefined) gave NLRP3 yeast inh 12, TIM10 inh 3, hIAP act 1.1, Apaf1 inhib -7, ATG4B inhibitor -10, mIAP inh 2, tim10-1 inh 7, hIAP inh -12 and mIAP activ 0.98.
`CCn1c(SCC(=O)c2ccccc2)nnc1-c1cccs1` gave NLRP3 yeast inh -7, TIM10 inh 27, hIAP act 0.92, Apaf1 inhib 3, ATG4B inhibitor 11, mIAP inh 2, tim10-1 inh 36, hIAP inh 8 and mIAP activ 0.98.
Cc1ccc(-c2nnn(CC(=O)N(Cc3cccs3)C(C(=O)NCC3CCCO3)c3ccco3)n2)o1 (centres undefined) was read as NLRP3 yeast inh 3, TIM10 inh 31, hIAP act 0.98, Apaf1 inhib -7, ATG4B inhibitor -2, mIAP inh -3, tim10-1 inh 20, hIAP inh 2 and mIAP activ 1.
For N#Cc1nc(COc2cccc(Cl)c2)oc1NCc1ccco1 the results were NLRP3 yeast inh 16, TIM10 inh -13, hIAP act 0.92, Apaf1 inhib 9, ATG4B inhibitor -7, mIAP inh 4, tim10-1 inh 21, hIAP inh 8 and mIAP activ 0.96.
For Cc1csc(CNC(=O)C2CCC(=O)N(CCc3cccc(F)c3)C2)n1 (centres undefined) the results were NLRP3 yeast inh -14, TIM10 inh 7, hIAP act 0.8, Apaf1 inhib -3, ATG4B inhibitor -5, mIAP inh 3, tim10-1 inh 5, hIAP inh 20 and mIAP activ 0.97.

The closing 3 records of the part before are carried over, then new ones follow.
Cc1ccc(-c2nnn(CC(=O)N(Cc3cccs3)C(C(=O)NCC3CCCO3)c3ccco3)n2)o1 (centres undefined) was read as NLRP3 yeast inh 3, TIM10 inh 31, hIAP act 0.98, Apaf1 inhib -7, ATG4B inhibitor -2, mIAP inh -3, tim10-1 inh 20, hIAP inh 2 and mIAP activ 1.
For N#Cc1nc(COc2cccc(Cl)c2)oc1NCc1ccco1 the results were NLRP3 yeast inh 16, TIM10 inh -13, hIAP act 0.92, Apaf1 inhib 9, ATG4B inhibitor -7, mIAP inh 4, tim10-1 inh 21, hIAP inh 8 and mIAP activ 0.96.
For Cc1csc(CNC(=O)C2CCC(=O)N(CCc3cccc(F)c3)C2)n1 (centres undefined) the results were NLRP3 yeast inh -14, TIM10 inh 7, hIAP act 0.8, Apaf1 inhib -3, ATG4B inhibitor -5, mIAP inh 3, tim10-1 inh 5, hIAP inh 20 and mIAP activ 0.97.
Screening CCCC(C(=O)NC1CCCCC1)N(Cc1ccco1)C(=O)CNS(=O)(=O)c1ccccc1 (centres undefined) returned NLRP3 yeast inh 12, TIM10 inh 13, hIAP act 1.2, Apaf1 inhib 8, ATG4B inhibitor -12, mIAP inh -10, tim10-1 inh 16, hIAP inh -23 and mIAP activ 1.1.
Screening O=C(NN=C1CCCCCC1)c1c[nH]c2ccccc12 returned NLRP3 yeast inh 4, TIM10 inh 12, hIAP act 1, Apaf1 inhib 0, ATG4B inhibitor -6, mIAP inh 1, tim10-1 inh 4, hIAP inh -3 and mIAP activ 0.99.
CCNc1nc(Oc2ccc(=O)n(-c3ccccc3)n2)nc(N(C)C)n1 was read as NLRP3 yeast inh 0, TIM10 inh 1, hIAP act 1.1, Apaf1 inhib 2, ATG4B inhibitor -8, mIAP inh -9, tim10-1 inh 19, hIAP inh -5 and mIAP activ 1.1.
O=c1c2ccccc2n2nnnc2n1-c1ccccc1 was read as NLRP3 yeast inh -5, TIM10 inh -2, hIAP act 0.83, Apaf1 inhib -5, ATG4B inhibitor -4, mIAP inh 2, tim10-1 inh -11, hIAP inh 17 and mIAP activ 0.98.
For O=C(NCCO)C(=O)NCC1CCCN1S(=O)(=O)c1cccs1 (centres undefined) the results were NLRP3 yeast inh 19, TIM10 inh -8, hIAP act 0.97, Apaf1 inhib 2, ATG4B inhibitor -3, mIAP inh -2, tim10-1 inh 7, hIAP inh 3 and mIAP activ 1.
For COc1ccc(S(=O)(=O)Nc2cccc3c2O[C@H](CN(C)C(=O)Nc2ccc4c(c2)OCO4)[C@@H](C)CN([C@H](C)CO)C3=O)cc1 the results were NLRP3 yeast inh -5, TIM10 inh 7, hIAP act 1, Apaf1 inhib 8, ATG4B inhibitor -10, mIAP inh -3, tim10-1 inh 2, hIAP inh 0 and mIAP activ 1.
`O=C(O)CNC(=S)N(Cc1ccccc1)Cc1cccs1` gave NLRP3 yeast inh 2, TIM10 inh -9, hIAP act 1.1, Apaf1 inhib 4, ATG4B inhibitor 6, mIAP inh 1, tim10-1 inh 2, hIAP inh -5 and mIAP activ 0.99.
For COc1ccc(Cl)cc1S(=O)(=O)N(C)CC(=O)N1CCOCC1 the results were NLRP3 yeast inh 25, TIM10 inh -9, hIAP act 0.93, Apaf1 inhib 0, ATG4B inhibitor -4, mIAP inh -5, tim10-1 inh 5, hIAP inh 7 and mIAP activ 1.1.
For NC(=O)N1CCN(C(=O)c2ccco2)CC1 the results were NLRP3 yeast inh -3, TIM10 inh 2, hIAP act 0.87, Apaf1 inhib -4, ATG4B inhibitor -3, mIAP inh -1, tim10-1 inh 7, hIAP inh 13 and mIAP activ 1.
`COC(=O)Cc1c(C)c2ccc(OCC(=O)NC3CCS(=O)(=O)C3)cc2oc1=O` (centres undefined) gave NLRP3 yeast inh 9, TIM10 inh 0, hIAP act 1, Apaf1 inhib -14, ATG4B inhibitor -1, mIAP inh -3, tim10-1 inh 0, hIAP inh -2 and mIAP activ 1.
Screening COc1cc(C(=O)N(Cc2cc3cc(C)ccc3[nH]c2=O)CC2CCCO2)cc(OC)c1OC (centres undefined) returned NLRP3 yeast inh -1, TIM10 inh -2, hIAP act 0.96, Apaf1 inhib 2, ATG4B inhibitor -17, mIAP inh 0, tim10-1 inh 3, hIAP inh 4 and mIAP activ 1.
Screening COc1ccccc1OCC(=O)Nc1ccc(S(=O)(=O)Nc2cc(C)on2)cc1 returned NLRP3 yeast inh -2, TIM10 inh -10, hIAP act 1, Apaf1 inhib 3, ATG4B inhibitor -2, mIAP inh 6, tim10-1 inh 7, hIAP inh -1 and mIAP activ 0.94.
`OCCC1CN(Cc2nc3c(s2)CCCC3)CCN1Cc1ccccc1` (centres undefined) gave NLRP3 yeast inh 0, TIM10 inh 2, hIAP act 1, Apaf1 inhib 1, ATG4B inhibitor 13, mIAP inh 0, tim10-1 inh 6, hIAP inh -4 and mIAP activ 1.
For c1ccc(CN2CCN(CCCNc3ccc4nnc(-c5ccccc5)n4n3)CC2)cc1 the results were NLRP3 yeast inh 14, TIM10 inh -4, hIAP act 1.1, Apaf1 inhib 24, ATG4B inhibitor -22, mIAP inh -14, tim10-1 inh 2, hIAP inh -14 and mIAP activ 1.1.

High-throughput results deposited in PubChem BioAssay by Sanford-Burnham Center for Chemical Genomics.
